Bioassay records as filed in PubChem.
ROS inducer: cancer cell ROS induction; U2OS ROS induction, H2DCF-DA fluorescence; 2% of 46,000 active; ROS induction (% of piperlongumine), % at 10 µM; in the data active = ROS induction above about 79%, passing the limit was not always enough;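 note: 0% = DMSO vehicle median and 100% = reference compound median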
* marks the source's active call; other numbers are inactive results; & = joins results of further samples.

canonical_smiles | ROS inducer
C[C@H]1CN([C@@H](C)CO)C(=O)c2cc(NC(=O)C3CCCCC3)ccc2O[C@H]1CN(C)C(=O)Nc1cccc2ccccc12 | 7
C[C@H]1CN([C@@H](C)CO)C(=O)CCCn2nncc2CO[C@H]1CN(C)C(=O)c1ccncc1 | -4
COc1cc(/C=N/NC(=O)CCCCCCC(=O)Nc2ccccc2O)ccc1O | 11
C[C@H]1CN([C@@H](C)CO)C(=O)c2cccc(NC(=O)Nc3ccc4c(c3)OCO4)c2O[C@H]1CN(C)C | -13
Cc1noc(C)c1S(=O)(=O)Nc1ccc2c(c1)C(=O)N([C@@H](C)CO)C[C@H](C)[C@@H](CN(C)CC1CC1)O2 | 1
COc1cc2c(cc1OC)n(CC(=O)NC1CCCC(C)C1C)n1c(C)cc(=O)nc21 (configuration not stated) | 18
CSc1nnc(-c2ccccc2NC(=O)c2ccccc2)c(=O)[nH]1 | -9
C[C@@H]1CCCCO[C@@H](CN(C)Cc2ccc(C(=O)O)cc2)[C@@H](C)CN([C@H](C)CO)C(=O)c2cc(NC(=O)c3ccncc3)ccc2O1 | 6
O=C(CC1(O)C(=O)N(Cc2ccccc2)c2ccc(Br)cc21)c1ccc2c(c1)OCCO2 (configuration not stated) | 12
Cc1noc(C)c1NC(=O)N(C)C[C@@H]1Oc2ccc(NC(=O)c3ccncc3)cc2CC(=O)N([C@H](C)CO)C[C@H]1C | 5
C[C@@H]1CN([C@H](C)CO)C(=O)c2cc(NS(=O)(=O)c3ccc(F)cc3)ccc2O[C@H]1CN(C)Cc1ccc(C(F)(F)F)cc1 | 33
Cc1ccc(S(=O)(=O)N(C)C[C@H]2Oc3ccc(NC(=O)NC4CCCCC4)cc3C(=O)N([C@H](C)CO)C[C@@H]2C)cc1 | 0
O=C(Nc1ccc(Cl)cc1Cl)c1cc2nc3c(c(C(F)(F)F)n2n1)CCc1ccccc1-3 | -3
C[C@@H]1CN([C@H](C)CO)C(=O)Cc2cc(NC(=O)Cc3cn(C)c4ccccc34)ccc2O[C@@H]1CN(C)Cc1ccc(Oc2ccccc2)cc1 | 131*
O=C(COc1ccc(Cl)cc1)Nc1ccc2oc(-c3cccc(F)c3)nc2c1 | -2
C[C@@H]1CN([C@H](C)CO)C(=O)CCCn2nncc2CO[C@H]1CN(C)C(=O)Nc1ccc(F)cc1 | -20
COc1ccc(S(=O)(=O)Nc2ccc3c(c2)CC(=O)N([C@@H](C)CO)C[C@@H](C)[C@@H](CN(C)C(=O)Nc2ccc4c(c2)OCO4)O3)cc1 | 81*
CC(C)(O)CC[C@@H](O)[C@](C)(O)C1CC[C@@]2(O)C3=CC(=O)C4C[C@@H](O)[C@@H](O)C[C@]4(C)C3CC[C@]12C (some centres not stated) | -14
CC(C(=O)NCc1ccco1)n1c2ccccc2c2cnn(C)c(=O)c21 (configuration not stated) | 5
O=C(ON1C(=O)c2ccccc2C1=O)C1CCCCC1 | -15
O=C(OCCn1ncc2ccccc2c1=O)c1cccs1 | 16
C[C@H](CO)N1C[C@H](C)[C@@H](CN(C)S(=O)(=O)c2cn(C)cn2)Oc2c(NS(=O)(=O)c3cn(C)cn3)cccc2C1=O | 0
COc1ccc(CN(C)C[C@@H]2Oc3c(NS(=O)(=O)c4ccccc4)cccc3C(=O)N([C@@H](C)CO)C[C@H]2C)cc1 | -9
CC1(C)CCC2(C(=O)OC3OC(COC4OC(CO)C(O)C(O)C4O)C(O)C(O)C3O)CCC3(C)C(=CCC4C5(C)CCC(OC6OCC(O)C(O)C6O)C(C)(C)C5CCC43C)C2C1O (configuration not stated) | -6
O=C(OCc1cccc(O)c1O[C@@H]1O[C@H](CO)[C@@H](O)[C@H](O)[C@H]1O)C1(O)C(=O)C2C=CC1C1C=CC(=O)C(O)(C(=O)OCc3cccc(O)c3O[C@@H]3O[C@H](CO)[C@@H](O)[C@H](O)[C@H]3O)C21 (some centres not stated) | -10
Cc1oc(-c2ccccc2)nc1Cn1c(SCc2cccc(Cl)c2)nc2ccncc21 | 15
FC(F)(F)c1cc(-c2nc(=S)[nH][nH]2)cc(C(F)(F)F)c1 | -1
O=C(CSc1ccccn1)Nc1ccc(Oc2ccccc2)cc1 | 3
O=C(Nc1ccc(-n2nncc2-c2ccccc2)cc1)c1c(F)cccc1F | 7
COc1ccc(Br)cc1/C=N/NC(=O)c1ccc(C(=O)NO)cc1 | -19
CCC(C)/C=C(C)/C=C/C1=CC2=C(Cl)C(=O)C(C)(OC(C)=O)C(=O)C2=CN1CCCC(=O)O (configuration not stated) | -6
C=CCn1c2ccccc2c2nnc(SCC(=O)N3c4ccccc4Sc4ccccc43)nc21 | 11
COc1ccc(NC(=O)CN(c2ccc(OC)c(Cl)c2)S(C)(=O)=O)cc1Cl | 4
CC(C)=CCc1c2c(c3occ(-c4ccc(O)cc4)c(=O)c3c1O)C=CC(C)(C)O2 | -12
C[C@@H]1CN([C@H](C)CO)C(=O)Cc2cc(NC(=O)Nc3cccc4ccccc34)ccc2O[C@@H]1CN(C)Cc1ccncc1 | 30
Cc1cc(Cl)ccc1N(CC(=O)Nc1cccc(C)c1C)S(C)(=O)=O | -9
Fc1ccc(N2CCN(CCC3OCCc4ccccc43)CC2)cc1 (configuration not stated) | -2
C[C@H](CO)N1C[C@H](C)[C@@H](CN(C)C(=O)Nc2ccc(F)cc2)Oc2c(NS(=O)(=O)c3cn(C)cn3)cccc2C1=O | 9
C=C1CC[C@H]2C(=C)CC[C@@]3(O)C(=C)C(=O)O[C@@H]3[C@@H]12 | 25
C[C@@H]1CN([C@H](C)CO)C(=O)CCCn2nncc2CO[C@H]1CN(C)Cc1ccccc1C(=O)O | -2
COC(=O)Nc1nc2ccc(C(=O)c3cccs3)cc2[nH]1 | 11
C[C@@H]1CN([C@H](C)CO)C(=O)c2cc(NC(=O)CCCCCC(=O)Nc3ccccc3N)ccc2O[C@H]1CN(C)S(=O)(=O)c1cn(C)cn1 | -2
C[C@@H]1CN([C@H](C)CO)C(=O)Cc2cc(NS(=O)(=O)c3cn(C)cn3)ccc2O[C@@H]1CN(C)C(=O)NC1CCCCC1 | 5
C[C@@H]1CN([C@@H](C)CO)C(=O)c2cc(NC(=O)Nc3ccccc3)ccc2O[C@@H]1CN(C)Cc1ccc(C(F)(F)F)cc1 | 17
C[C@H]1CN([C@@H](C)CO)C(=O)c2cc(NS(=O)(=O)c3ccccc3)ccc2O[C@H]1CN(C)CC1CC1 | 12

Molecules above that have an NH in an aromatic ring:
canonical_smiles | ROS inducer
CSc1nnc(-c2ccccc2NC(=O)c2ccccc2)c(=O)[nH]1 | -9
FC(F)(F)c1cc(-c2nc(=S)[nH][nH]2)cc(C(F)(F)F)c1 | -1
COC(=O)Nc1nc2ccc(C(=O)c3cccs3)cc2[nH]1 | 11

Back to the main list; the two compounds before the break are reprinted first.
canonical_smiles | ROS inducer
C[C@@H]1CN([C@@H](C)CO)C(=O)c2cc(NC(=O)Nc3ccccc3)ccc2O[C@@H]1CN(C)Cc1ccc(C(F)(F)F)cc1 | 17
C[C@H]1CN([C@@H](C)CO)C(=O)c2cc(NS(=O)(=O)c3ccccc3)ccc2O[C@H]1CN(C)CC1CC1 | 12
O=C1N(CCS(=O)(=O)c2ccccc2)Cc2ccccc2[C@H]2OC(c3ccc(OCCCO)cc3)=N[C@@]12CCS(=O)(=O)c1ccccc1 | 141*
O=C(Cn1cnc2ccccc2c1=O)Nc1ccc2c(c1)oc1ccccc12 | 2
CNC[C@H]1Oc2ccc(NC(=O)Nc3cccc4ccccc34)cc2C(=O)N([C@H](C)CO)C[C@@H]1C | 3
OCCNC(=S)NC12CC3CC(CC(C3)C1)C2 | 4
C[C@@H]1CN([C@H](C)CO)C(=O)c2cc(NC(=O)Cc3ccccc3)ccc2O[C@@H]1CN(C)S(C)(=O)=O | -12
O=C(NCCCN1CCCC1)Nc1ccccc1[N+](=O)[O-] | -4
C[C@H](CO)N1C[C@H](C)[C@H](CN(C)C(=O)Nc2ccc3c(c2)OCO3)Oc2ccc(NC(=O)Nc3ccc(F)cc3)cc2CC1=O | 3
O=C(CSc1nc2ccc([N+](=O)[O-])cc2[nH]1)Nc1cc(C(F)(F)F)cc(C(F)(F)F)c1 | 2
C[C@H]1CN([C@@H](C)CO)C(=O)Cc2cc(NC(=O)Nc3ccc4c(c3)OCO4)ccc2O[C@H]1CN(C)S(=O)(=O)c1ccc(Cl)cc1 | 23
Cc1nn(-c2ccccc2)nc1C(=O)Oc1c(Cl)cccc1Cl | 14
CC(C)OC(=O)CSc1nc(-c2ccccc2)cc(C(F)(F)F)c1C#N | 24
Cc1cc(=O)oc2cc(NC(=S)NCc3ccccn3)ccc12 | 19
Cc1noc(C)c1NC(=O)Nc1ccc2c(c1)C(=O)N([C@@H](C)CO)C[C@@H](C)[C@H](CN(C)Cc1ccc(Oc3ccccc3)cc1)O2 | -6
COc1ccc(CN(C)C[C@H]2Oc3c(NC(=O)NC(C)C)cccc3C(=O)N([C@@H](C)CO)C[C@@H]2C)cc1 | 6
Cc1ccccc1CN(C)C[C@H]1OCc2cnnn2CCCC(=O)N([C@H](C)CO)C[C@H]1C | -5

More records follow:
Structure | ROS inducer
CC(C)(C)S(=O)(=O)c1ccc(-c2ccccc2)cc1 | 4
C[C@H](CO)N1C[C@H](C)[C@@H](CN(C)S(=O)(=O)c2cn(C)cn2)Oc2c(NC(=O)c3ccc(-c4nccs4)cc3)cccc2C1=O | -9
C[C@@H]1CN([C@H](C)CO)C(=O)c2cc(NC(=O)CCCCCC(=O)Nc3ccccc3N)ccc2O[C@@H]1CN(C)Cc1ccc(Cl)c(Cl)c1 | 51
C[C@@H]1CN([C@H](C)CO)C(=O)c2cccc(NC(=O)C3CCCCC3)c2O[C@H]1CN(C)C(=O)Nc1ccc(F)cc1 | 69
O=C1CN(/N=C/c2ccc(-c3ccc([N+](=O)[O-])cc3)o2)C(=O)N1 | 8&10
N#CC1(c2ccccc2)CCN(S(=O)(=O)c2ccc(OC(F)(F)F)cc2)CC1 | 12
CC(C)NC(=O)Nc1cccc2c1O[C@@H](CN(C)C(=O)Nc1cccc3ccccc13)[C@@H](C)CN([C@H](C)CO)C2=O | -12
COC(=O)CCCCCCC(=O)N/N=C/c1cc(OC)c(OC)cc1[N+](=O)[O-] | 119*
Nc1ncnc2c1cnn2-c1ccccc1 | 35
COc1ccc(NC(=O)N(C)C[C@H]2Oc3ccc(NS(=O)(=O)c4ccc(OC)cc4)cc3CC(=O)N([C@@H](C)CO)C[C@@H]2C)cc1 | 1

In a second layout: entries from further up.
canonical_smiles: O=C(Nc1ccc(Cl)cc1Cl)c1cc2nc3c(c(C(F)(F)F)n2n1)CCc1ccccc1-3
  ROS inducer: -3

canonical_smiles: C[C@@H]1CN([C@H](C)CO)C(=O)Cc2cc(NC(=O)Cc3cn(C)c4ccccc34)ccc2O[C@@H]1CN(C)Cc1ccc(Oc2ccccc2)cc1
  ROS inducer: 131*

canonical_smiles: O=C(COc1ccc(Cl)cc1)Nc1ccc2oc(-c3cccc(F)c3)nc2c1
  ROS inducer: -2

Continuation.
Structure | ROS inducer
C[C@@H]1CN([C@H](C)CO)C(=O)Cc2cc(NC(=O)CCCCCC(=O)Nc3ccccc3N)ccc2O[C@H]1CN(C)S(=O)(=O)c1cccs1 | 2
C[C@@H]1CCCCO[C@@H](CN(C)Cc2ccccc2)[C@@H](C)CN([C@H](C)CO)C(=O)c2cc(NS(C)(=O)=O)ccc2O1 | 13
O=C1NC(=O)C2(COC(c3ccccc3)OC2)S1 (configuration not stated) | 17
C[C@H](CO)N1C[C@H](C)[C@H](CN(C)S(=O)(=O)c2ccc(F)cc2)Oc2ccc(N(C)C)cc2CC1=O | 3
NC[C@@H]1O[C@H](C23CC4CC(CC(C4)C2)C3)Cc2c1ccc(O)c2O | -14
C[C@@H]1CN([C@H](C)CO)C(=O)Cc2cc(NC(=O)Nc3cccc4ccccc34)ccc2O[C@@H]1CN(C)Cc1ccc(-c2ccccc2)cc1 | 15
COc1cc(C[C@H]2COC(=O)[C@@H]2Cc2ccc(O)c(OC)c2)ccc1O | -8
O=C1C[C@H](c2ccc(O)cc2)Oc2c1c(O)cc(O)c2[C@@H]1C(=O)c2c(O)cc(O)cc2O[C@H]1c1ccc(O)cc1 | 2
C[C@@H]1CN([C@H](C)CO)C(=O)c2cc(NC(=O)NC3CCCCC3)ccc2O[C@@H]1CN(C)S(=O)(=O)c1ccc(Cl)cc1 | -4
Cc1nnc(SCc2ccon2)n1-c1ccccc1 | -15
C[C@@H]1CN([C@@H](C)CO)C(=O)c2cccc(NS(=O)(=O)c3cn(C)cn3)c2O[C@H]1CN(C)S(=O)(=O)c1cn(C)cn1 | -4
COc1ccc([Si](C)(C)[C@H]2[C@H](CCO)O[C@@]3(C(=O)N(Cc4ccccc4)c4ccc(NC(C)=O)cc43)[C@@H]2C)cc1 | 46
COC(=O)c1cc(NC(=O)COc2ccccc2Cl)cc(C(=O)OC)c1 | -11
CCOc1ccc(-c2cc(C(=O)NCC3COc4ccccc4O3)c3ccccc3n2)cc1 (configuration not stated) | 60
C[C@@H]1CN([C@@H](C)CO)C(=O)c2cc(NC(=O)Nc3ccccc3)ccc2O[C@H]1CN(C)C | -7
Cc1cc(-n2c(=S)sc3c(=O)n(-c4ccc(F)cc4)c(SCC#N)nc32)ccc1Cl | 30
C[C@@H]1CN([C@@H](C)CO)C(=O)CCCn2cc(nn2)CO[C@@H]1CN(C)S(=O)(=O)c1ccc2c(c1)OCCCO2 | -12
C[C@H]1CN([C@@H](C)CO)C(=O)c2cc(NS(=O)(=O)c3ccc(F)cc3)ccc2O[C@H]1CN(C)S(C)(=O)=O | -4
O=C1c2cccc3cccc(c23)C(=O)N1NCCO | 16

The list is partial (hit frequency here may not be typical).
